RXFP1 agonist – agonists of human relaxin receptor RXFP1 | Q9HBX9 | HEK293T-RXFP1 cAMP TR-FRET, 30 min; response scale: percent of porcine relaxin response, buffer zero | Potency, µM (top dose mostly 57.5 µM), without a hit: at the top dose activation, actives largely listed as activators | actives 0.3% (n = 370,000) | AID 2676; note: % is set by controls: 0 for no effect and ±100 for the full control effect; nearly all actives have a fitted effect of over 60% in size; many of its hits are not listed in these tables
Target sequence (Q9HBX9 whole entry, looked up): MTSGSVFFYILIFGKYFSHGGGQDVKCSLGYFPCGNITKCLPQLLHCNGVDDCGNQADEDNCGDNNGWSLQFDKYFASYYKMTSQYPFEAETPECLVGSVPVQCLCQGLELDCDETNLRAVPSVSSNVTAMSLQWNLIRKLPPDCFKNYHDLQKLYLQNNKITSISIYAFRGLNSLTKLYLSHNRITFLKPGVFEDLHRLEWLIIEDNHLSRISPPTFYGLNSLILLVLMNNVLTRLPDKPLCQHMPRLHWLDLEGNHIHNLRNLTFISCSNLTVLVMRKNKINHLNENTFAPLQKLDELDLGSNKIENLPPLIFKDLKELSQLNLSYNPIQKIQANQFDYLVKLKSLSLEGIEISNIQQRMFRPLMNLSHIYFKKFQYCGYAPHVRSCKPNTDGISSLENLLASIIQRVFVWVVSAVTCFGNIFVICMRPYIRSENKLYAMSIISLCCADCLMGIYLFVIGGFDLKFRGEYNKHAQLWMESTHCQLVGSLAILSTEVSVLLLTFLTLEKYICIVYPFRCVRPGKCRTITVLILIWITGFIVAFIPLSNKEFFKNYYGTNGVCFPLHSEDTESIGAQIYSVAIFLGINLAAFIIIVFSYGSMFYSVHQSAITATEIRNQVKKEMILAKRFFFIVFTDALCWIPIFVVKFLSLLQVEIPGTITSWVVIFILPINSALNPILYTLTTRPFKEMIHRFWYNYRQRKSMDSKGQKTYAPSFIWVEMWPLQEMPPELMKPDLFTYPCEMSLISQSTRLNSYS
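Agonist response is measured as cAMP accumulation in an RXFP1-transfected HEK293T line under PDE4 inhibition. Values are scaled between buffer-only and 29 nM porcine relaxin, and EC50s come from standard Hill equation fits.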
ALOX12 inh – blocks human arachidonate 12S-lipoxygenase; P18054; purified 12hLO, xylenol orange hydroperoxide absorbance; Potency, µM (titrated, usually from 108 µM), for the others: at the highest dose activity change, negative = inhibition, usual class: inhibitors; actives 1.1% (n = 580,000); AID 1671190; note: % is set by controls: 0 for no effect and ±100 for the full control effect
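Hydroperoxide product was detected by ferrous iron/xylenol orange as the 573 to 405 nm absorbance ratio. Arachidonic acid at 40 uM (final) was turned over for 30 min at room temperature by 150 nM human 12hLO, pH 7.0 Hepes buffer, after 15 min compound preincubation.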
rTrxR1 inhibitor – inhibitors of rat thioredoxin reductase 1; O89049; recombinant rTrxR1, NADPH fluorescence consumption, selenite substrate; Potency, µM (highest dose often 114 µM), inactives show at the highest dose activity change, negative = inhibition, most hits filed as inhibitors; actives 1% (n = 390,000); AID 588453; note: % is set by controls: 0 for no effect and ±100 for the full control effect; nearly all actives have a fitted effect of over 65% in size
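Rat TrxR1 (90 nM in the dispensed reagent) was pre-reduced with 400 uM NADPH for 5 min at room temperature, then incubated with compound for 15 min. After 400 uM selenite was added, NADPH fluorescence (Ex 340/Em 450 nm) was followed for 8 min.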
USP1 inh – blocks the human USP1/UAF1 deubiquitinase complex; O94782; recombinant USP1/UAF1, Ub-Rhodamine cleavage fluorescence; Potency, µM (highest dose often 57.1 µM), for inactives: at the top dose activity change, negative = inhibition, most hits filed as inhibitors; actives 0.23% (n = 390,000); note: % is set by controls: 0 for no effect and ±100 for the full control effect; nearly all actives have a fitted effect of over 60% in size; inactives centre near -12
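Step one: compound is pinned into 1nM USP1/UAF1 in HEPES pH 7.8 buffer with TCEP. Step two: 15 min room-temperature incubation. Step three: Ub-Rho (150nM final) starts cleavage, tracked by fluorescence over six one-minute reads.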
RGS4 inh – human RGS4 inhibition; Transcreener GDP fluorescence polarization, RGS4-accelerated GTP hydrolysis; Potency, µM (highest dose often 114 µM), inactives show at the highest dose activity change, negative = inhibition, usual class: inhibitors; actives 0.039% (n = 390,000); AID 504845; note: % is set by controls: 0 for no effect and ±100 for the full control effect; nearly all actives have a fitted effect of over 75% in size; some results filed as inactive show a strong effect at the top dose
Target sequence (P49798 whole entry, looked up): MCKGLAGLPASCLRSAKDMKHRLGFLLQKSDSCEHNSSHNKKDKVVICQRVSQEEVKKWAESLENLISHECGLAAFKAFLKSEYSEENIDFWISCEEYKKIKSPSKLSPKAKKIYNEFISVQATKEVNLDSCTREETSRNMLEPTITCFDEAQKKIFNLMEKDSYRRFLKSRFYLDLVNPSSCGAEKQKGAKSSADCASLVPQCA
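MLSMR compounds (23 nl, pin-transferred) preincubated 10 min at room temperature with a 500nM (2x) first reagent, then RGS4 at 900nM (2x) plus Transcreener GDP mix added; fluorescence polarization (620/688 nm) read before and after 90 min at 30 °C.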
IDH1 R132H inh – blocks human mutant IDH1 R132H enzyme; IDH1-R132H enzyme, NADPH consumption, diaphorase/resazurin fluorescence; Potency, µM (top dose mostly 76.6 µM), inactives show top-dose activity change, negative = inhibition, usual class: inhibitors; actives 0.093% (n = 390,000); AID 602179; note: % is set by controls: 0 for no effect and ±100 for the full control effect; nearly all actives have a fitted effect of over 65% in size
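IDH1-R132H (0.5 ug/mL) preincubated 30 min with compound, then NADPH (0.016 mM) and alpha-KG (2 mM) added; 80 min at RT, pH 7.5. Remaining NADPH coupled via diaphorase/resazurin to fluorescence (540/590 nm); concentration-response curves normalized to no-enzyme control.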
Vif-APOBEC3F blk – inhibitors of Vif-A3F interaction. Potency, µM (series often up to 46.1 µM), for inactives: at the highest dose activity, negative = active. actives 0.2% (n = 390,000). AID 602313. HeLa A3F-eYFP + Vif (tagged APOBEC3F with the HIV-1 protein that degrades it), YFP fluorescence increase; note: % of control where 0% means no effect; nearly all actives have a fitted effect of over 65% in size
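HeLa cells stably expressing Vif plus C-terminally eYFP-tagged A3F were seeded, incubated overnight at 37 deg C, dosed with compound, incubated overnight again at 37 deg C. Yellow fluorescence (Ex 488/Em 500-530) reported blocked Vif-mediated A3F-eYFP degradation.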
TrxR1 substrate – substrates of rat thioredoxin reductase 1. O89049. purified TrxR1 substrate turnover, NADPH consumption readout. Potency, µM (top dose mostly 114 µM), inactives show top-dose activity change, negative = substrate turnover. actives 0.01% (n = 390,000). AID 588456; note: % is set by controls: 0 for no effect and ±100 for the full control effect; nearly all actives have a fitted effect of over 50% in size
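Rat TrxR1, dispensed at 90 nM, was prereduced with 400 uM NADPH (final) for 5 min at ~22 deg C, then incubated with compound 15 min before 400 uM selenite. A first-read NADPH fluorescence drop versus no-compound background flagged substrates.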
Vif-A3G inh – blocks the Vif interaction with human APOBEC3G; Q9HC16; HeLa A3G-eYFP + Vif (tagged APOBEC3G with the HIV-1 protein that degrades it), YFP fluorescence, overnight; actives 0.076% (n = 410,000); AID 602310; Potency, µM (top dose mostly 46.1 µM), without a hit: top-dose activity, negative = active, most hits filed as inhibitors;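 note: % is set by controls: 0 for no effect and ±100 for the full control effect; nearly all actives have a fitted effect of over 60% in size; hits raise eYFP signal because A3G escapes Vif-driven loss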
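HeLa cells stably expressing Vif and C-terminally eYFP-tagged A3G, seeded overnight at 37 deg C, then exposed to compound by pintool overnight at 37 deg C. Rise in yellow fluorescence (Ex 488/Em 500-530, Acumen) marks blocked Vif-driven A3G degradation.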
* marks the source's active call; other numbers are inactive results; u = inconclusive; x = no result given; & = joins results of further samples; [ ] = remark or other dose. Calls come from the whole dose curve; as a rule, active = well fitted curve in the direction sought with a large enough effect; inconclusive = small, poorly fitted or top-dose-only effect, or another doubt; inactive = no such curve, though single readings can be large; an effect the other way counts as inactive or inconclusive. Potency is the fitted concentration of half-maximal effect. These rows are one share of the data; the hit share may differ from the screen's.

entry | molecule | RXFP1 agonist | ALOX12 inh | rTrxR1 inhibitor | USP1 inh | RGS4 inh
1 | CC(=O)c1ccc(NC(=O)C(C)OC(=O)c2ccc(NS(=O)(=O)c3ccc(F)c(F)c3)cc2)cc1 (stereo not given) | -1.8% | -25% | -7% | -16% | 3%
2 | CCO[C@H]1OC(C(=O)N2CCN(Cc3ccc4c(c3)OCO4)CC2)=C[C@@H](C(C)(C)C)[C@@H]1CCCO | 3.1% | -3% | -3% | -26% | -6%
3 | COc1ccc(Cc2nnc(NC(=O)Nc3ccccc3F)s2)cc1 | 0.4% | 9% | 32%[activator] | -24% | 10%
4 | CC(=O)NCC(=O)N(c1ccccc1)C1(C(=O)NC2CCCCC2)CCCCC1 | -1.5% | u | -8% | -2% | -19%
5 | O=C(Nc1nccs1)c1ccc(-c2ccccc2[N+](=O)[O-])o1 | -3.1% | 9% | -10% | -28% | -17%
6 | COC(=O)C(C)Oc1ccc(-c2nccc(-c3cccs3)n2)cc1 (stereo not given) | 3.4% | 0% | 11%[57.1 µM] | -16% | 8%
7 | Cc1ccccc1C(=O)Nc1cccc(OCc2cc(=O)n3c4c(sc3n2)CCCC4)c1 | 4.7% | -23% | -3% | -8% | 6%
8 | CC(=O)c1ccc(NC(=O)CCC(=O)N2CC(C)Oc3ccc(C)cc32)cc1 (stereo not given) | -1.5% | 21% | 0% | -5% | 7%[11.4 µM]
9 | O=C1NCCN(C(=O)CCc2nnc(-c3ccsc3)o2)C1c1ccc(F)cc1 (stereo not given) | -1.0% | 6% | 20% | -2% | 27%[56.9 µM]
10 | CCc1cccc(CC)c1NC(=S)Nc1ccccc1 | 0.6% | -9% | -2% | -14% | 3%
11 | Cc1ccc(-c2nc3cnccn3c2Nc2ccccc2)o1 | 8.1% | u | 40µM* | -21% | -105%
12 | Cc1cccc2cc(CN(Cc3ccc(F)cc3)C(=O)N3CCOCC3)c3nnnn3c12 | -1.2% | 4% | 6% | -21% | -41%[56.9 µM]

entry | IDH1 R132H inh | Vif-APOBEC3F blk | TrxR1 substrate | Vif-A3G inh
1 | -3% | -1% | -11% | 0%
2 | 5% | -1% | -2% | 1%
3 | -5% | 0% | 6% | -5%
4 | 11% | 3% | -2% | -3%
5 | -4% | 2% | -1% | -5%
6 | 3% | 12% | -6% | -2%
7 | -1% | -1% | -6% | 4%
8 | -9% | -3% | -8% | 5%
9 | -3% | 16% | 4% | -4%
10 | 2% | 2% | 2% | -5%
11 | -8% | 0% | 13% | -14%
12 | 3% | -7% | 3% | 0%

Complete entries, quoted from the list. Screens in order: RXFP1 agonist, ALOX12 inh, rTrxR1 inhibitor, USP1 inh, RGS4 inh, IDH1 R132H inh, Vif-APOBEC3F blk, TrxR1 substrate, Vif-A3G inh
Results for Cc1cccc2cc(CN(Cc3ccc(F)cc3)C(=O)N3CCOCC3)c3nnnn3c12 = -1.2%, 4%, 6%, -21%, -41%[56.9 µM], 3%, -7%, 3%, 0%
Results for CCO[C@H]1OC(C(=O)N2CCN(Cc3ccc4c(c3)OCO4)CC2)=C[C@@H](C(C)(C)C)[C@@H]1CCCO = 3.1%, -3%, -3%, -26%, -6%, 5%, -1%, -2%, 1%
Results for CC(=O)NCC(=O)N(c1ccccc1)C1(C(=O)NC2CCCCC2)CCCCC1 = -1.5%, u, -8%, -2%, -19%, 11%, 3%, -2%, -3%
Results for O=C(Nc1nccs1)c1ccc(-c2ccccc2[N+](=O)[O-])o1 = -3.1%, 9%, -10%, -28%, -17%, -4%, 2%, -1%, -5%
Results for COC(=O)C(C)Oc1ccc(-c2nccc(-c3cccs3)n2)cc1 (stereo not given) = 3.4%, 0%, 11%[57.1 µM], -16%, 8%, 3%, 12%, -6%, -2%

(continued)
entry | molecule | RXFP1 agonist | ALOX12 inh | rTrxR1 inhibitor | USP1 inh | RGS4 inh
13 | Cc1csc(C(=O)O)c1NC(=O)c1c(Cl)cccc1Cl | 1.6% | u | 6% | -16% | 17%
14 | O=c1nc(C(F)(F)F)nc2ccccn12 | 2.1% | 1% | 20% | -2% | 10%
15 | COc1ccc([N+](=O)[O-])cc1NC(=O)C(C)OC(=O)Cc1ccc(OC)c(OC)c1 (stereo not given) | x | 177% | -7% | -17% | -19%
16 | COc1ccccc1Nc1cc(C(=O)NCCCN2CCOCC2)c2ccccc2n1 | -0.9% | -3%[57.4 µM] | 17% | -25% | 11%
17 | COC(=O)Cc1cc(=O)[nH]c(/N=C(\N)Nc2ccccc2C)n1 | -0.4% | 14% | 11% | -2% | -2%
18 | C=CCN(C#N)c1nc(OC)nc(N2CCCC2)n1 | 2.1% | 0% | 12%[57.1 µM] | -23% | -6%
19 | COc1ccc(NS(=O)(=O)c2ccc(C)c(C(=O)N(C)Cc3ccc(C)cc3)c2)cc1 | -0.3% | u | 3%[57.1 µM] | -5% | 11%
20 | CCC(c1nnnn1Cc1ccco1)N(CCc1ccccc1)Cc1cc2cccc(C)c2[nH]c1=O (stereo not given) | 0.2% | u | -51% | -23% | -33%
21 | Fc1ccc(NC(=S)N2CCCN(c3ccc(C(F)(F)F)cn3)CC2)c(F)c1 | 3.1% | 237%[activator] | 2% | -13% | -18%
22 | C[C@H]1CN(CCc2ccccc2)C(=O)[C@@H]1CC(=O)Nc1ccccc1 | x | -3% | x | -19% | x
23 | O=c1cc(CN2CCOCC2)c2cc(Cl)ccc2o1 | -0.8% | 2%&18% | 7% | -24% | 3%
24 | COc1ccc(Br)cc1Cn1nnc(C(=O)Nc2ccc3c(c2)OCCO3)c1N | 1.3% | 13% | 17% | -19% | 16%

entry | IDH1 R132H inh | Vif-APOBEC3F blk | TrxR1 substrate | Vif-A3G inh
13 | 10% | 4% | 3% | 1%
14 | 8% | 0% | 7% | 0%
15 | 7% | 2% | -12% | -2%
16 | 12% | -5% | 4% | 0%
17 | 2% | -1% | -3% | 4%
18 | -1% | 3% | 12%[57.1 µM] | 1%
19 | 0% | -10% | 1%[57.1 µM] | 1%
20 | 7% | 3% | -7%[57.1 µM] | -5%
21 | 13% | -13% | -3% | 1%
22 | 5% | -6% | x | 0%
23 | 1% | -5% | -3% | -4%
24 | 7% | 1% | 0% | -16%

Continuation.
entry | molecule | RXFP1 agonist | ALOX12 inh | rTrxR1 inhibitor | USP1 inh | RGS4 inh
25 | O=C(COC(=O)c1ccc(F)cc1)NCCc1ccc(F)cc1 | -2.1% | 0% | 6%[57.1 µM] | -19% | -2%
26 | Cc1cc(S(=O)(=O)NCCCn2ccnc2)c(C)cc1Cl | 0.6% | 6% | 16% | -12% | 13%
27 | COc1ccc(CCn2c(=O)[nH]c3cc(C(=O)NCCN4CCOCC4)ccc3c2=O)cc1OC | 1.7% | -10% | -4% | -12% | 32%
28 | CCN(Cc1ccccc1)c1ncnc2c1cnn2-c1ccc(F)cc1 | 0.6% | -27% | 18%[57.1 µM] | -12% | 37%
29 | CCCCCCn1cc(C(=O)O)c(=O)c2ccccc21 | 0.1% | 12% | -4% | -10% | -23%
30 | COc1ccccc1C(=O)NCCN1CCN(C(=O)c2ccccc2OC)CC1 | 0.9% | 0% | -26%[57.1 µM] | -7% | -5%
31 | C[C@@H](CSc1ccccc1)CN1CC[C@H](NC(=O)OCc2ccccc2)CCC1=O | -0.3% | 5% | 16%&4% | 10% | 22%
32 | Cc1ccc(NC(=O)c2ccc(C)cc2)cc1 | -0.7% | 4% | 16% | u | -5%
33 | CC(=O)N1C(C)(C)CC(=NOS(=O)(=O)c2ccccc2)CC1(C)C | 0.2% | u | -1% | -14% | -29%
34 | CCC(C)N(C(=O)c1csnn1)C(C(=O)NC1CCCC1)c1c(F)cccc1Cl (stereo not given) | 5.7% | -19% | 6% | -17% | -5%
35 | O=C(CSc1nnc(COc2ccc(Cl)cc2)o1)N(c1ccccc1)C1CCS(=O)(=O)C1 (stereo not given) | x | -2% | x | u | x
36 | CCCCOc1ccccc1C1CC(=O)Nc2ccc3ccccc3c21 (stereo not given) | 2.3% | -32% | 41%[activator] | u | 5%
37 | O=C(O)CN1C(=O)c2ccc(C(=O)c3ccccc3)cc2C1=O | 0.9% | -4% | 14% | 0% | 28%

entry | IDH1 R132H inh | Vif-APOBEC3F blk | TrxR1 substrate | Vif-A3G inh
25 | 24% | 1% | -4% | -1%
26 | -9% | -21% | 1% | 1%
27 | 8% | 0% | -2% | 5%
28 | -8% | 1% | 4%[57.1 µM] | -3%
29 | 3% | 4% | -1% | -1%
30 | 8% | -1% | 27%[57.1 µM] | 1%
31 | 0% | 3% | 6%[57.1 µM] | 1%&3%
32 | 29% | 7% | 6% | -2%
33 | 3% | -1% | 5% | 6%
34 | 0% | 15% | -1% | -3%
35 | 3% | -2% | x | 0%
36 | 4% | 7% | 5% | -14%
37 | -3% | 2% | -2% | 3%

Screens as filed in PubChem BioAssay.
